CSN inh – blocks human CSN-mediated cullin deneddylation; Purified CSN, SCF-Nedd8-OG deneddylation, fluorescence polarization; hit rate 0.38% among 360,000; Q92905; inhibition, % at 12.5 µM; AID 651999;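 active = pattern-corrected inhibition above about 35%, with an unprinted fluorescence ratio check between 0.5 and 1.5, limit read from the data, passing the limit was not always enough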;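 note: 0% = enzyme with substrate and 100% = substrate without enzyme; some results filed as inactive read as strong as hits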
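Assay system: Purified human Csn5 enzyme expressed in HEK293T cells | Amount: Enzyme 0.24 nM | Measured by: Fluorescence polarization readout | Medium: Tris/NaCl/DTT buffer, pH 7.5 | Compound dosing: One concentration, 12.5 µM, 0.25% DMSO | Times: 90 min incubation of compound, enzyme and substrate at room temperature | Control set: no-enzyme wells high, enzyme-with-substrate wells low | Read-out: % inhibition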
NadD inh – inhibitors of Staphylococcus aureus NadD; purified NadD enzyme, colorimetric absorbance read-out; inhibition, % at 20 µM; hit rate 0.78% among 360,000; in the data active = inhibition above about 26%; note: some compounds past the cut are filed as inactive
SUMO1-SIM PPI – modulators of human SUMO1-mediated protein-protein interactions; P63165; SUMO1 binding to a labelled peptide, TR-FRET, 1 h; inhibition, % at 20 µM; hit rate 0.33% among 360,000; AID 602429; in the data active = inhibition above about 37%
TbMetRS inhib – Trypanosoma brucei MetRS inhibition; inhibition, % at 11.9 µM; purified T. brucei MetRS, ATP depletion, Kinase-Glo luminescence; AID 624268; hit rate 0.4% among 360,000;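 active = inhibition above a per-plate cutoff of the control wells' mean inhibition plus 3 SD, cut at about 5.5% in these data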;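 note: 0% = DMSO wells median and 100% = median of wells with control inhibitor compound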
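technique = Kinase-Glo luminescence, ATP depletion format | system = purified MetRS (methionyl-tRNA synthetase) enzyme from Trypanosoma brucei | timing = 15 min preincubation, 2 h reaction, all 25 °C | evaluation = percent inhibition versus plate control medians | dosing = single dose, 11.9 µM final nominal, 0.9% final DMSO | also added = substrates ATP, L-methionine and bulk Escherichia coli tRNA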
STEP inh – blocks human striatal-enriched tyrosine phosphatase | recombinant STEP, OMFP fluorogenic substrate, fluorescence | hit rate 0.25% among 360,000 | AID 588621 | P54829 | inhibition, % at 20 µM;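 active = inhibition at 20 µM, scaled per plate between control wells, above about 37%, limit read from the data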;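 note: 0% = DMSO with enzyme and substrate and 100% = substrate only without enzyme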
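medium = Bis-Tris buffer pH 6.0, 2.5 mM DTT, 0.005% Tween 20 | test system = STEP (striatal-enriched tyrosine phosphatase) enzyme, cell-free | measure = normalized % inhibition | compound dosing = 20 µM, 1% DMSO | also added = 25 µM OMFP | schedule = reaction 20 min, ambient temperature | measured by = fluorescence read at 480 nm ex / 540 nm em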
Scp-1 inhibitor – Scp-1 (human) phosphatase inhibition. Q9GZU7. Recombinant Scp1, phosphopeptide, malachite green phosphate absorbance. inhibition, % at 20 µM. hit rate 0.88% among 340,000;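 active = inhibition above about 50% at 20 µM, limit read from the data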;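 note: plate controls were DMSO wells with enzyme for no effect and wells lacking enzyme for full effect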
Target sequence (Q9GZU7 76-261 limits assumed): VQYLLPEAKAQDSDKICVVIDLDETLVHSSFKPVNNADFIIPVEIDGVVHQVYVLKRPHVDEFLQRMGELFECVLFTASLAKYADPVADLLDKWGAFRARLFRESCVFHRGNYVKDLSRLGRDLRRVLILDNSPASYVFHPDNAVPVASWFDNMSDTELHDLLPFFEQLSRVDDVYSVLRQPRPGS
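Test system: SCP-1 phosphatase catalytic domain, residues 76-261; measured by: colorimetric phosphate reagent with accelerator and stabiliser, absorbance at 630 nm; timing: enzyme reaction 45 min at room temperature, colour 5 min, stabilisation 30 min; also added: Phosphorylated 17-residue peptide substrate; compound dosing: one concentration, 20 µM, with 1.0% DMSO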
PABP1 MLLE inh – inhibitors of microRNA-mediated deadenylation, human PABP1 MLLE binding; P11940; GST-MLLE / FITC-PAM2 fluorescence polarization; inhibition, % at 20 µM; hit rate 0.36% among 360,000; AID 588489; in the data active = inhibition above about 35%, passing the limit was not always enough;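 note: plate controls were DMSO wells with GST-MLLE for no effect and wells lacking GST-MLLE protein for full effect; some results filed as inactive read as strong as hits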
Target sequence (P11940 whole entry, looked up): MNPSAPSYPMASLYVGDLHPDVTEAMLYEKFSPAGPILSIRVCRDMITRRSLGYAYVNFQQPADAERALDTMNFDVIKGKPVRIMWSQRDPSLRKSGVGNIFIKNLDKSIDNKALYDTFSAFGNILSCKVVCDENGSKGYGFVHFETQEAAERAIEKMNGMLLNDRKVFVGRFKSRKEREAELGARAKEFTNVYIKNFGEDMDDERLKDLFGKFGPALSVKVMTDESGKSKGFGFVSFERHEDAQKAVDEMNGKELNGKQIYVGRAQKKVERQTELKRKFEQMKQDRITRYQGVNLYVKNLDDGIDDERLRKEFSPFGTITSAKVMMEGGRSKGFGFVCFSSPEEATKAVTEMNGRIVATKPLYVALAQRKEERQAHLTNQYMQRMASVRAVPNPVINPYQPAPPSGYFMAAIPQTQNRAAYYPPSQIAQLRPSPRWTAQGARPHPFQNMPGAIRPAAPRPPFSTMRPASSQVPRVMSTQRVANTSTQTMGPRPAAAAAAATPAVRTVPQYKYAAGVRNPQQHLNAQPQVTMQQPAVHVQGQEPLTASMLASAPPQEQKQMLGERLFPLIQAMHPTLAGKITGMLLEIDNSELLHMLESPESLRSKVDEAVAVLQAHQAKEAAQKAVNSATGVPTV
LMPTP inh – LMPTP (human) inhibition. P24666. recombinant LMPTP-A, OMFP fluorogenic substrate, fluorescence intensity. inhibition, % at 20 µM. hit rate 0.22% among 360,000. AID 651560;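 active = compounds that cut the enzyme signal by at least half of the control window in the single-dose screen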;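 note: plate controls were DMSO wells with enzyme plus substrate for no effect and substrate without enzyme for full effect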
Target sequence (P24666 whole entry, looked up): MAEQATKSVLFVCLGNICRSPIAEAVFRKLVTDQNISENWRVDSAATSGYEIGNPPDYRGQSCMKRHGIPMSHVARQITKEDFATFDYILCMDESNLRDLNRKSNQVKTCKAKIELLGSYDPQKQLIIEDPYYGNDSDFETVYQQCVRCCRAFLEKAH
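test system = LMPTP-A | amount = 0.625 nM LMPTP-A final | reagent = fluorogenic phosphatase substrate OMFP at 400 µM final | incubation = 50 min at room temperature | benchmarks = no-enzyme low control, uninhibited high control | medium = Bis-Tris pH 6.0, DTT, detergent | signal = fluorescence intensity of OMFP turnover product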
DNMT1 inh – blocks human DNA methyltransferase DNMT1; P26358; DNMT1 molecular beacon, Hinp1I cleavage, fluorescence; inhibition (reported as % activation of signal), % at 10 µM; hit rate 0.83% among 360,000; in the data active = inhibition above about 50%
Rpn11 block – blocks the human proteasome subunit Rpn11 | O00487 | human 26S proteasome, Ub4-pepOG fluorescence polarization; 20S core pre-blocked with epoxomicin | calls only at 20 µM | hit rate 0.59% among 360,000 | AID 588493;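 active = inhibition at 20 µM, scaled to each plate's controls, above about 33%, limit read from the data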
An asterisk follows results filed as active; i = inactive; / = no result given.

SMILES	CSN inh	NadD inh	SUMO1-SIM PPI	TbMetRS inhib	STEP inh	Scp-1 inhibitor	PABP1 MLLE inh	LMPTP inh	DNMT1 inh	Rpn11 block
CCCOc1ccc(N2C(=O)CC(N(Cc3ccc(S(N)(=O)=O)cc3)C(=O)CC)C2=O)cc1 (stereo not drawn)	-2	1	1	-0.7	-5	-2	1	-1.1	1	i
CCN(C(=O)CN1C(=O)NC2(CCc3ccccc32)C1=O)C1CCCCC1 (stereo not drawn)	-5	-2	-2	-0.6	0	-7	-10	-0.5	2	i
O=C(N/N=C(\CC(=O)c1cccs1)C(F)(F)F)c1cccnc1	4	4	-3	0.5	10	-13	-10	0.2	0	i
CCOc1cc(S(=O)(=O)N(CC)CC)ccc1Br	-5	-6	3	-1.6	-2	-8	-13	0.9	0	i
Cc1onc(-c2ccccc2)c1C(=O)Nc1ccc(S(=O)(=O)N2CCCC2)cc1	-3	-7	4	-0.7	1	-2	2	-1.5	1	i
CNC(=O)c1ccccc1S(=O)c1ccccc1C#N (stereo not drawn)	0	3	-2	-1.1	-2	-11	-2	-2.0	8	i
COc1ccc(C(=O)NCc2ccc(-c3nc4ccccc4s3)cc2)cc1	3	-1	-1	0.2	-3	-8	1	0.1	10	i
CC(C)Sc1nc2sccc2c(=O)n1-c1ccccc1	-1	3	2	0.1	0	-5	-15	2.5	-7	i
O=C(O)/C=C/C(=O)N1Cc2cc3ccccc3nc2C1	-3	6	6	-0.1	3	20	-15	13	6	i
Cc1ccc(NC(=O)c2ccccc2OCC(=O)c2ccc(F)cc2)cc1	5	-6	19	-0.4	-5	-8	-9	-1.2	21	i
CCOC(=O)N1CCC(=NNC(=O)c2ccccc2F)CC1	0	4	-5	0.8	0	-8	1	-1.2	-4	i
Nc1nc(CSc2ccc(Cl)cc2)nc(N2CCCCC2)n1	-2	-6	7	-0.5	-2	-1	1	1.8	0	i
CC(=O)c1ccc(NC(=O)CCn2c(=S)oc3ccccc32)cc1	-5	-6	2	-0.6	2	-7	-17	1.1	0	i
CCc1ccc(Oc2nnnn2-c2ccc(C(N)=O)cc2)cc1	0	-7	-5	-0.4	-2	-5	-3	-2.3	-4	i
O=C1CSC(=S)N1c1cccnc1	2	4	0	0.4	2	-4	40*	-2.5	-1	i
COc1ccc(OC)c(C(=O)NC(CC(N)=O)c2ccc(NCCN3CCOCC3)c([N+](=O)[O-])c2)c1 (stereo not drawn)	-2	-2	-30	-0.2	-1	-7	-10	1.6	1	i
Cc1nc2cc(NC(=O)NCCC3=CCCCC3)ccc2o1	0	-2	-5	-1.7	2	-4	3	0.5	-3	i
COc1ccccc1-c1n[nH]c(=S)n1N	5	2	3	-0.2	-9	-9	-38	-1.3	0	i
CCc1ccc(/C(C)=N/NC(=O)c2c[nH]c3ccccc23)s1	-1	-7	-6	0.7	0	-14	-30	0.6	-3	i
O=C(OCc1cc(=O)n2cc(Br)ccc2n1)C1COc2ccccc2O1 (stereo not drawn)	3	0	-24	-1.1	-1	16	1	1.0	6	i

An excerpt from above in order of count of non-hydrogen atoms, high to low.
SMILES	CSN inh	NadD inh	SUMO1-SIM PPI	TbMetRS inhib	STEP inh	Scp-1 inhibitor	PABP1 MLLE inh	LMPTP inh	DNMT1 inh	Rpn11 block
COc1ccc(OC)c(C(=O)NC(CC(N)=O)c2ccc(NCCN3CCOCC3)c([N+](=O)[O-])c2)c1 (stereo not drawn)	-2	-2	-30	-0.2	-1	-7	-10	1.6	1	i
Cc1onc(-c2ccccc2)c1C(=O)Nc1ccc(S(=O)(=O)N2CCCC2)cc1	-3	-7	4	-0.7	1	-2	2	-1.5	1	i
COc1ccc(C(=O)NCc2ccc(-c3nc4ccccc4s3)cc2)cc1	3	-1	-1	0.2	-3	-8	1	0.1	10	i
O=C(OCc1cc(=O)n2cc(Br)ccc2n1)C1COc2ccccc2O1 (stereo not drawn)	3	0	-24	-1.1	-1	16	1	1.0	6	i
CC(=O)c1ccc(NC(=O)CCn2c(=S)oc3ccccc32)cc1	-5	-6	2	-0.6	2	-7	-17	1.1	0	i
CCc1ccc(Oc2nnnn2-c2ccc(C(N)=O)cc2)cc1	0	-7	-5	-0.4	-2	-5	-3	-2.3	-4	i
CCc1ccc(/C(C)=N/NC(=O)c2c[nH]c3ccccc23)s1	-1	-7	-6	0.7	0	-14	-30	0.6	-3	i
CC(C)Sc1nc2sccc2c(=O)n1-c1ccccc1	-1	3	2	0.1	0	-5	-15	2.5	-7	i
COc1ccccc1-c1n[nH]c(=S)n1N	5	2	3	-0.2	-9	-9	-38	-1.3	0	i
O=C1CSC(=S)N1c1cccnc1	2	4	0	0.4	2	-4	40*	-2.5	-1	i

(list continues)
SMILES	CSN inh	NadD inh	SUMO1-SIM PPI	TbMetRS inhib	STEP inh	Scp-1 inhibitor	PABP1 MLLE inh	LMPTP inh	DNMT1 inh	Rpn11 block
C/C(CC(=O)Nc1ccc(Cl)c(Cl)c1)=N\NC(N)=S	3	0	0	0.4	-3	-12	-10	-1.8	-4	i
O=C(CCNC(=O)c1ccc([N+](=O)[O-])cc1)Nc1ccc(F)c(F)c1F	0	-12	-31	0.1	0	-5	-27	0.9	0	i
COc1ccc(CC(N)c2csc(Nc3ccc(C(C)=O)cc3)n2)cc1 (stereo not drawn)	1	8	-2	-0.2	0	/	-16	0.7	-41	i
Cc1ccc(NC2CCCN(C(=O)CCc3scnc3C)C2)cc1C (stereo not drawn)	1	-4	2	-0.3	-3	55*	6	1.4	0	i
Cc1oc(-c2cccc(Cl)c2)nc1CN1CCCC(C(=O)NCCCN2CCOCC2)C1 (stereo not drawn)	5	1	-3	-0.4	2	-18	-3	-4.7	-7	i
COCCOC(=O)c1[nH]c2c(c1C)C(=O)CC(c1ccco1)C2 (stereo not drawn)	31	3	22	0.2	0	83*	7	37	74*	i
CCCCC(=O)Nc1ccc(NC(=O)CCCC)nc1	1	2	0	-0.1	1	-5	-5	0.2	6	i
Cc1ccccc1CS(=O)(=O)c1cnc2ccccc2n1	-2	-1	-12	-1.1	-10	-2	10	-1.1	2	i
CCN(Cc1nc2cc(OC)c(OC)cc2c(=O)[nH]1)C(=O)c1ccc(S(=O)(=O)N(C)C)cc1	2	-4	0	-0.1	0	-6	-4	-1.3	1	i
NC(=O)c1ccsc1NC(=O)c1ccc(N2CCCC2=O)cc1	-5	-3	10	-0.7	0	2	-46	8.1	-9	i
Cc1ccc(N/C=C/C(=O)c2cccs2)cc1C	-3	-5	-20	0.1	6	-12	4	2.3	-3	i
CCOC(=O)CN1C(=O)S/C(=C/c2cccc([N+](=O)[O-])c2O)C1=O	-15	8	-39	0.8	0	18	-141	1.8	-4	i
CCN1CCN(CCn2c(=S)[nH]c3cc4c(cc3c2=O)OCO4)CC1	-7	4	3	-0.1	5	-5	-40	-0.8	0	i
CCOC(=O)c1sc(=NC(=O)c2ccc(C)c(C)c2)n(C)c1C	-11	4	0	-0.7	0	-6	7	-0.7	13	i
CCOc1ccc(CN2C(=O)c3ccccc3C2C(=O)NC(C)CC)cc1OC (stereo not drawn)	3	-2	2	-1.4	-2	10	-1	-2.2	0	i
O=C1CN(C(=O)c2ccc(Cl)c(S(=O)(=O)N3CCc4ccccc43)c2)c2ccccc2N1	-2	0	-1	0.0	2	-1	-10	2.5	-6	i
Cc1ccc(C2(C(F)(F)F)N=C3Sc4cc(C)cc(C)c4N3C(=O)N2)cc1 (stereo not drawn)	-3	-1	1	-0.6	2	2	-4	-0.2	-2	i
C/C(=N\NC(=O)c1cc2ccccc2cc1O)c1ccc(C)o1	2	5	-11	0.2	7	-7	-7	3.0	-3	i
CC(=O)Nc1ccc(NC(=O)CSc2nccn2Cc2ccc(Cl)cc2)cc1	5	3	3	-0.3	2	1	-103	0.0	1	i
Cc1ccc(-c2nc(C3CCCN(S(=O)(=O)c4ccc(C(F)(F)F)cc4)C3)no2)cc1 (stereo not drawn)	-5	12	-1	-0.6	2	6	3	-1.1	2	i
Cc1nc(N2CCN(S(=O)(=O)c3cccs3)CC2)c2c(-c3ccccc3)c(C)sc2n1	6	7	4	-0.2	0	/	14	1.6	-7	i
CCCN(CCC)CCNC(=O)CN1C(=O)COc2ccc(S(=O)(=O)N3CCOCC3)cc21	-4	-6	-2	-0.4	-3	18	8	-1.0	0	i
CCCOc1ccc(C2/C(=C(/O)c3ccc(F)cc3)C(=O)C(=O)N2CCCN(C)C)cc1 (stereo not drawn)	39*	9	-6	-0.6	0	-5	5	-5.0	-4	i
CC(=O)N1c2ccc(S(=O)(=O)NCCC(=O)NCc3ccc(F)cc3)cc2CC1C (stereo not drawn)	2	-3	2	-0.2	-3	-4	-11	-0.6	0	i
Cc1onc(-c2ccccc2Cl)c1C(=O)NNC(=O)c1cccc(F)c1	1	-4	2	-0.8	-1	-1	6	-0.6	2	i
CCC(CC)NC(=O)CON=C1c2ccccc2-c2ccccc21	1	0	-1	-0.4	-4	-5	-5	-0.7	1	i
O=C(COC(=O)c1cc([N+](=O)[O-])ccc1N1CCCC1)Nc1ccccc1OC(F)F	1	-8	-26	-0.4	2	-5	-2	2.7	-8	i
Cn1c(=O)c2c(nc(NN=C3CCCCC3)n2C)n(C)c1=O	-4	0	-3	-0.6	-1	13	-4	1.1	4	i

High-throughput results as filed in PubChem.
